High-throughput results (PubChem BioAssay)
TNAP inh noacc – blocks human TNAP activity with no phosphate acceptor present; inhibition, % at 20 µM; P05186; AID 1012; purified TNAP, CDP-star luminescence, 30 min; 200,000 compounds, 0.26% hits;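 active means tissue-nonspecific alkaline phosphatase inhibition above about 50% at 20 µM in the single-dose screen, limit read from the data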;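 further: 0% = DMSO negative control and 100% = EDTA positive control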
Target sequence (P05186 whole entry, looked up): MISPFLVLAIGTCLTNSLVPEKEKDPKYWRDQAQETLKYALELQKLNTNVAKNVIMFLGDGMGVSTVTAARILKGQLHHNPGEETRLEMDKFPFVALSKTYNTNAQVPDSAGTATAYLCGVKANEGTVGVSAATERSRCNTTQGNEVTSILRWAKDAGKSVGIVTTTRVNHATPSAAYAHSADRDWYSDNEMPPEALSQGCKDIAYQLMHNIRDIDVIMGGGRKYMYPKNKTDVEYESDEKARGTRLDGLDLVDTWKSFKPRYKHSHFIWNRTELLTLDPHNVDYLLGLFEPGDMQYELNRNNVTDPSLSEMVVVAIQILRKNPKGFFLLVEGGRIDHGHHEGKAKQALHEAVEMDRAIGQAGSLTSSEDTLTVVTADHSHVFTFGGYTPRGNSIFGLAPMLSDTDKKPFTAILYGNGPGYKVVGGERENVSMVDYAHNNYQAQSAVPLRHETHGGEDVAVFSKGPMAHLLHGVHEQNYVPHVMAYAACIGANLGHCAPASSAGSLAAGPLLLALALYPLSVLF
bIAP act – increases bovine intestinal alkaline phosphatase activity; 200,000 compounds, 0.17% hits; purified bovine IAP, CDP-star luminescence, 30 min; hits give high values; fold of DMSO-control signal, blank-subtracted; activation factor at 20 µM; AID 1016;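 active means activation factor of 2 or more at 20 µM, a signal rise over negative controls twice the positive control's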
Diaph inh CS – counter-screen for diaphorase-based assays: diaphorase inhibitors and chemical oxidizers. diaphorase resazurin-to-resorufin fluorescence, NADH, 16 min; bacterial (C. kluyveri) enzyme, not human. inhibition, % at 20 µM. 190,000 compounds, 0.69% hits;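 active means primary screen inhibition at 20 µM above a set limit, cut at about 50% in these data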;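 further: plate controls were DMSO with full reaction for no effect and wells lacking NADH for full effect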
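System: Bacterial diaphorase enzyme (C. kluyveri) | Incubation: 16-min room-temperature incubation before reading | Benchmarks: No-NADH positive control and DMSO neutral control | Measured by: Resorufin fluorescence 544/590 nm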
TNAP act hiacc – increases human TNAP activity under high phosphate acceptor concentration; P05186; purified TNAP, CDP-star luminescence, 1 M DEA, 30 min; hits give high values; 0 = EDTA background, 1 = DMSO-only activity; activation factor at 20 µM; 200,000 tested, under 10 active;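 active means activation factor at least 2 at 20 µM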
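Dosing: 20 µM single point. System: human TNAP. Amount: TNAP 1/800 final. Incubation: 30 min, room temperature. Read-out: TNAP activation factor scaled between EDTA and DMSO control wells. Signal: luminescence from CDP-star hydrolysis. Medium: 1 M DEA, pH 9.8, Mg2+, Zn2+. Control set: EDTA negative control, DMSO positive control.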
bIAP inhibitor – blocks bovine intestinal alkaline phosphatase activity; 190,000 tested, under 10 active; AID 1019; inhibition, % at 20 µM; purified bovine IAP, CDP-star luminescence, 30 min;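 active means over 50% inhibition of intestinal alkaline phosphatase at 20 µM in the single-dose screen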
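Assay system – bovine IAP enzyme · Quantity – bovine IAP at 1/65,000,000 final dilution · Detection – CDP-star luminescence signal · Times – 30 min reaction at room temperature · Also added – CDP-star substrate at 30 µM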
TNAP inh hi DEA – inhibitors of human TNAP at high phosphate acceptor concentration; P05186; AID 1135; inhibition, % at 20 µM; 200,000 compounds, 0.03% hits; purified TNAP, CDP-star luminescence, 1 M DEA;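 active means over 50% inhibition of tissue-nonspecific alkaline phosphatase at 20 µM in the single-dose screen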;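 further: plate controls were DMSO wells for no effect and EDTA-quenched wells as full inhibition for full effect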
L major viab – Leishmania major promastigote growth inhibition. Leishmania major promastigotes, resazurin fluorescence viability. inhibition, % at 10 µM. 200,000 compounds, 9% hits; in the data active means inhibition above about 50%;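 further: promastigotes grown with compound for 44 hours at 28 °C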
Diaphorase act – activates diaphorase or chemically reduces, flagging diaphorase assay artifacts. AID 1229. activation factor at 20 µM. Diaphorase/resazurin coupled assay, resorufin fluorescence, 16 min; hits give high values; 1 = vehicle wells, 0 = NADH-free wells. 190,000 compounds, 0.005% hits;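 active means diaphorase activity raised at least twofold by the compound at 20 µM; inactive means activation factor below 2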
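Test system: Clostridium kluyveri diaphorase, purified enzyme. Buffer or medium: 50 mM HEPES pH 7.4 buffer plus MgCl2 and Tween 20. Also added: 0.114 mM NADH and 0.1 mM resazurin, final amounts. Dosing: compound 20 µM once, DMSO 1%. Schedule: 16 min enzyme reaction, ambient temperature. Detection: fluorescence of resorufin, 544 nm excitation, 590 nm emission.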
PMI act – activators of human phosphomannose isomerase; 190,000 compounds, 0.005% hits; activation factor at 20 µM; purified human PMI, coupled resazurin fluorescence, 20 min; hits give high values; 1 = vehicle control, 0 substrate-free wells;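 active means activation factor of 2 or more at 20 µM, relative to plate controls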
Target sequence (P34949 whole entry, looked up): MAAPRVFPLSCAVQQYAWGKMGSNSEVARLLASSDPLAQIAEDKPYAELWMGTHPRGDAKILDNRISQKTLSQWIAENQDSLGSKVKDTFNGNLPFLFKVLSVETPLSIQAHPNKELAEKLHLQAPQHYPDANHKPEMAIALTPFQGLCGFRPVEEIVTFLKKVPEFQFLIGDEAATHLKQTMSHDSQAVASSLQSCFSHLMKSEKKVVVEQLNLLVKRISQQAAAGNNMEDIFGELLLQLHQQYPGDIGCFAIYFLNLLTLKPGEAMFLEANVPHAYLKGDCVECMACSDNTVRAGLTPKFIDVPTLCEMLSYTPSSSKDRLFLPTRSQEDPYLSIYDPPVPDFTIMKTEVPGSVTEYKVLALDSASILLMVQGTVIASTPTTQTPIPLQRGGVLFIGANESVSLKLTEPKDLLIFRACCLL
PMI act satM6P – PMI (human) activation, high substrate | 190,000 compounds, 0.34% hits | activation factor at 20 µM | AID 1216 | coupled PMI enzyme assay, resazurin fluorescence, 20 min; hits give high values; 1 = untreated enzyme, 0 = substrate-free blank | P34949;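 active means activation factor of 2 or more at 20 µM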
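Material: human phosphomannose isomerase with PGI, G6PDH, diaphorase coupling enzymes. Quantity: 15 ng/mL PMI. Medium: HEPES pH 7.4 buffer with MgCl2 and Tween-20. Reagent: Near-saturating mannose-6-phosphate, 1.0 mM. Compound: 20 µM single dose. Times: enzyme reaction with compound 20 min at room temperature. Detection: resorufin fluorescence at Ex 544/Em 590 nm.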
Active calls of the source: *; x = no result given. Compounds were not picked by outcome, and some 10% of all compounds hit somewhere here.

Compound | TNAP inh noacc | bIAP act | Diaph inh CS | TNAP act hiacc | bIAP inhibitor | TNAP inh hi DEA | L major viab | Diaphorase act | PMI act | PMI act satM6P
O=C(C(Cc1ccccc1)n1cccc1)N1CCN(c2ncccn2)CC1 (centres undefined) | -8 | 0.9 | 23 | 1 | 8 | -3 | 0 | 0.8 | 0.8 | 1
CCN=C1SC(CC(=O)Nc2ccc(C(F)(F)F)cc2)C(=O)N1CC (centres undefined) | 7 | 1 | 4 | 1 | 4 | 2 | -12 | 1 | 1.1 | 1
COc1cc(NC(=O)c2cc(Cl)nnc2Cl)cc(OC)c1OC | -14 | 1 | 10 | 1 | -4 | 2 | 3 | 0.9 | 1 | 0.9
N#C/C(=C\c1cccnc1)c1nc2c(s1)CCCC2 | -5 | 1 | 12 | 1.1 | -1 | -7 | 25 | 0.9 | 1 | 0.9
Cc1cc(C)n2nc(-c3sccc3-n3c(C)ccc3C)cc2n1 | -6 | 0.9 | 12 | 1.1 | 6 | -10 | -1 | 0.9 | 1 | 0.9
CCCn1cnc2c(cnn2-c2ccc(F)cc2)c1=O | -10 | 1 | 10 | 1 | 0 | -4 | -8 | 0.9 | 0.9 | 0.9
CCc1nc(SCc2ccc(F)cc2)[nH]c(=O)c1C#N | -4 | 1 | 0 | 1 | 2 | 1 | 2 | 1 | 0.8 | 1.1
CC(C)CC(=O)Nc1ccccc1N1CCN(c2ccc(F)cc2)CC1 | -11 | 0.9 | 24 | 1 | 11 | -4 | 11 | 0.8 | 0.9 | 0.8
COc1cc2[nH]c(=S)n(Cc3ccccc3)c(=O)c2cc1OC | -18 | 0.9 | 18 | 1.1 | 6 | -6 | 5 | 0.8 | 0.9 | 0.9
C=CCN1C(=O)C(C)(C)Nc2ccccc21 | -12 | 0.8 | 6 | 1 | 19 | -3 | -3 | 0.9 | 0.9 | 1
CCN1CCCC1CNCc1cccc(OC)c1OCc1ccc(F)cc1 (centres undefined) | -10 | 1.1 | 4 | 1 | -10 | 1 | 63* | 1 | 1.2 | 1.2
CCN1CCc2c(sc(N)c2C#N)C1 | -7 | 0.9 | 11 | 1 | 12 | 1 | 0 | 0.9 | 1 | 1.1
Cc1cc(-c2n[nH]c(=S)n2-c2ccc(F)cc2)nn1C | -4 | 0.9 | 9 | 1.1 | 10 | -5 | 1 | 0.9 | 1 | 1.1
COc1ccc(C2C(C(=O)Nc3cc(OC)c(OC)c(OC)c3)c3ccccc3C(=O)N2C)cc1 (centres undefined) | -85 | 2.2* | 2 | 1.1 | -123 | -10 | 1 | 1 | 1 | 0.9
CN(/C=C/C(=O)C(F)(F)C(F)(F)F)Cc1ccccc1 | -4 | 0.8 | 12 | 1 | 19 | -2 | -7 | 0.9 | 0.9 | 0.9
Cc1ccc(NC(=O)C2CC(=O)n3c(nc4ccccc43)N2)cc1 (centres undefined) | -10 | 1.1 | 5 | 1.1 | -7 | -7 | -10 | 0.9 | 1 | 0.9
CCCCNC(=O)Cn1c2c(c(-c3ccccc3Cl)cc1=O)CCC2 | -18 | 1.1 | 3 | 1.1 | -11 | -6 | -2 | 1 | 1 | 0.9
COc1ccc(CCNC(=O)Cn2c(=O)oc3ccccc32)cc1OC | -14 | 0.9 | 9 | 1.1 | 6 | -7 | -8 | 0.9 | 1 | 1
Cc1cccc(N2CCN(C(=O)c3cn(C)c(=O)c4c3c3ccccc3n4C)CC2)c1C | -12 | 1 | 21 | 1.1 | 0 | -5 | 21 | 0.8 | 0.9 | 0.9
O=C(NC(=S)NCCN1CCOCC1)c1ccccc1Cl | -7 | 1 | -1 | 1 | -2 | 2 | 58* | 1 | 1.1 | 1.1
CCOC(=O)c1cc(-c2cccc([N+](=O)[O-])c2)nc2[nH]c(=O)[nH]c(=O)c12 | -12 | 1.1 | 24 | 1 | -8 | -2 | -1 | 0.8 | 0.8 | 0.8
O=C1CCN(C(=O)c2ccc(Cl)cc2)N1 | -16 | 1.2 | 13 | 1 | -17 | -4 | -4 | 0.9 | 0.9 | 0.8
Cc1c(NC(=O)C(C)Sc2ccc3ccccc3n2)c(=O)n(-c2ccccc2)n1C (centres undefined) | 0 | 1.1 | 12 | 1 | -7 | 0 | -4 | 0.9 | 1 | 1
COc1ccc(-n2c(C)nc3sc4c(c3c2=O)CCC4)cc1 | 2 | 1.1 | 11 | 0.9 | -6 | 5 | -2 | 0.9 | 0.9 | 0.9
CN(C)c1cccc(C(=O)NCc2ccccc2)c1 | -8 | 1.1 | -6 | 1 | -12 | -3 | -2 | 1.1 | 1 | 1.1
COc1cccc(NC(=O)c2ccco2)c1 | -7 | 0.9 | 10 | 1 | 7 | -2 | -3 | 0.9 | 0.9 | 1
Cc1cc(C)nc(SCc2nnc(SCC(=O)Nc3c(C)cccc3C)o2)n1 | -1 | 1 | 6 | 1 | 5 | 1 | -3 | 0.9 | 1 | 1
CCC(C)NC(=O)c1ccccc1NC(=O)CN1C(=O)c2ccccc2S1(=O)=O (centres undefined) | 18 | 1 | -13 | 1.1 | 0 | -6 | -3 | 1.1 | 1 | 1.1
Cc1cn(Cc2ccccc2)c(=O)[nH]c1=O | -7 | 0.9 | 14 | 1.1 | 8 | -8 | -5 | 0.9 | 0.9 | 0.9
O=C1CCCC(O)=C1N=Nc1cccc(C(=O)O)c1 | 4 | 0.9 | 18 | 0.9 | 12 | 7 | -4 | 0.8 | 1.1 | 0.8
c1cnc(N2CCN(Cc3c[nH]c4ccccc34)CC2)nc1 | -12 | 0.9 | 14 | 1.1 | 6 | -6 | 0 | 0.9 | 1 | 0.9
O=C(CNC(=O)c1ccccc1)N/N=C/c1cccs1 | -11 | 1 | 17 | 1 | 5 | -4 | 9 | 0.8 | 1 | 1
CC(C)Cn1c(O)c2ccc(C(=O)N=NC(=O)c3cccnc3)cc2c1O | 1 | 0.9 | 8 | 1 | 10 | 2 | -4 | 0.9 | 0.9 | 1
Cc1ccc(-n2cccn2)cc1 | -11 | 1 | 2 | 1.1 | -3 | -5 | -3 | 1 | 1 | 1
Cc1c(NC(=O)C(C)Sc2ncnc3ccccc23)c(=O)n(-c2ccccc2)n1C (centres undefined) | -3 | 1.2 | -3 | 1 | -17 | -2 | -4 | 1 | 1 | 1
O=C(NNC1=NCCC1)c1ccc(Br)cc1 | -25 | 1 | 13 | 1.1 | -1 | -7 | -3 | 0.9 | 1 | 1
CC1=C[C@H]2Cc3cc(C)cc(C)c3S(=O)(=O)[C@@H]2C=C1 | -7 | 1.8 | 11 | 1 | -81 | 1 | -1 | 0.9 | 1.1 | 1
Cn1c(N2C(=O)CC(Cc3ccccc3)C2=O)nc2ccccc21 (centres undefined) | -4 | 1 | 0 | 1 | 1 | 0 | -2 | 1 | 1 | 1.1
CCCC1(CCC)NC(=O)NC1=O | -12 | 0.9 | 14 | 1.1 | 6 | -6 | -6 | 0.9 | 1 | 0.9
CC1CN(S(=O)(=O)Cc2ccccc2)CC(C)O1 (centres undefined) | -12 | 0.9 | 11 | 1 | 6 | -4 | -5 | 0.9 | 1 | 1
CCOC(=O)c1sc2nc(N3CCOCC3)c3c(c2c1N)CC(C)(C)N(C)C3 | -10 | 1 | 8 | 1 | -2 | -3 | 11 | 0.9 | 0.9 | 0.7
COc1cc(C)nc(NS(=O)(=O)c2ccccc2)n1 | -6 | 0.9 | 9 | 1 | 5 | 0 | -5 | 0.9 | 0.9 | 0.9
CCOC(=O)C1=C(C(F)(F)F)Nc2ncnn2C1c1ccc(OC)cc1OC (centres undefined) | -12 | 0.5 | 13 | 1.1 | 49 | -9 | -5 | 0.9 | 1.1 | 1.1
Cc1nc(NC(=O)c2ccccc2)sc1-c1csc(NCCc2ccccc2)n1 | -4 | 1 | 16 | 1.1 | 4 | -5 | 100* | 0.8 | 0.9 | 0.9
COc1cc(/C=C2/C(=O)N=C(N)N2C)cc(OC)c1OC | 2 | 1 | 6 | 1 | -4 | 0 | -6 | 0.9 | 0.9 | 1
C=CCn1c(/N=C/c2ccc(N(C)C)cc2)nc2ccccc21 | 5 | 0.8 | 5 | 1 | 20 | 4 | 20 | 0.9 | 1 | 1
CC1CC(=O)N(c2ccc(N(C)Cc3ccccc3)c([N+](=O)[O-])c2)C1=O (centres undefined) | 12 | 1 | 13 | 0.9 | -4 | 12 | -9 | 0.9 | 1 | 0.9
CC1(C)Cc2c(sc(/N=C/N3CCCC3)c2C#N)C(C)(C)N1 | -9 | 1 | 8 | 1 | 3 | -3 | 12 | 0.9 | 0.9 | 0.9

Quoted from the listing:
CCCC1(CCC)NC(=O)NC1=O in L major viab → -6
Cc1nc(NC(=O)c2ccccc2)sc1-c1csc(NCCc2ccccc2)n1 in Diaph inh CS → 16
CC1=C[C@H]2Cc3cc(C)cc(C)c3S(=O)(=O)[C@@H]2C=C1 in L major viab → -1

Continuation.
Compound | TNAP inh noacc | bIAP act | Diaph inh CS | TNAP act hiacc | bIAP inhibitor | TNAP inh hi DEA | L major viab | Diaphorase act | PMI act | PMI act satM6P
O=C(O)CCC(=O)NCC1OCCc2ccccc21 (centres undefined) | -8 | 1 | -8 | 1.1 | 2 | -10 | -3 | 1.1 | 1.1 | 1.2
COc1ccc2[nH]c(=O)c(CN(Cc3cccs3)S(=O)(=O)c3cccc4nsnc34)cc2c1 | -10 | 0.9 | 21 | 1 | 7 | -2 | -9 | 0.8 | 0.9 | 0.9
CC(=O)C1=C(O)C(=O)N(c2ccc(O)cc2)C1c1ccc([N+](=O)[O-])cc1 (centres undefined) | -5 | 0.9 | x | 1 | 7 | 1 | -7 | x | x | x
COc1ccc(-c2cc(-c3n[nH]c(=S)n3-c3ccccc3Cl)[nH]n2)cc1 | -74 | 1 | 32 | 1 | 0 | -3 | -4 | 0.7 | 0.9 | 0.9
COc1ccc(/C=C(/NC(=O)c2cccc([N+](=O)[O-])c2)C(=O)O)cc1OC | -10 | 1.2 | 17 | 1 | -23 | -4 | -5 | 0.8 | 0.9 | 0.9
